rCAG binder = r(CAG) repeat RNA binding | TO-PRO-1 dye displacement fluorescence | inhibition, % at 3 µM | 1.3% of 370,000 active;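 active = inhibition above the plate cutoff, the mean of all test compounds on that plate plus 3 SD, cut at about 35% in these data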;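 also: 0% = DMSO alone and 100% = 100 µM mitoxantrone as full dye displacement; higher means more dye released from RNA so lower well fluorescence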
UHRF1 MBD2 ctr = UHRF1 methyl-DNA binding inhibition; AID 687016; UHRF1 binding to methylated oligo, TR-FRET; 0.75% of 370,000 active; inhibition, % at 4.4 µM; Q96T88; in the data active = inhibition above about 21%;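 also: UHRF1 SRA domain binding a hemimethylated CpG hairpin DNA probe; 0% = median of test compound wells and 100% = reference inhibitor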
ABHD4 inh = inhibitors of mouse ABHD4; purified mABHD4, FP-Rh probe fluorescence polarization; inhibition, % at 8.92 µM; 0.54% of 370,000 active; AID 720543;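 active = inhibition exceeding the mean over every tested compound plus 3 SD, cut at about 30% in these data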;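 also: 0% = plate median of compound wells and 100% = S159A mutant with DMSO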
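Test system: mABHD4 protein | Buffer or medium: HEPES pH 7.0 buffer, 150 mM NaCl, 0.01% Pluronic F-127 | Probe or stimulus: FP-Rh fluorescent activity-based probe, added after compound pre-incubation | Timing: Pre-incubation 45 min, probe exposure 60 min, at 25 °C | Technique: Fluorescence polarization, excitation 525 nm, emission 598 nm, BODIPY TMR filters | Repeats: Single well per compound (singlicate)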
PRMT1 FP inh = inhibitors of human PRMT1 | recombinant PRMT1, activity-based probe fluorescence polarization | 1.3% of 370,000 active | Q99873 | inhibition, % at 2.79 µM;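 active = inhibition above about 21% made by adding two undisclosed values, limit read from the data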
MBD2 inh = MBD2-methylated oligo binding inhibition. Q9UBB5. TR-FRET, MBD2 binding to methylated oligonucleotide. inhibition, % at 4.4 µM. 0.31% of 370,000 active. AID 686964; in the data active = inhibition above about 13%
Target sequence (Q9UBB5 whole entry, looked up): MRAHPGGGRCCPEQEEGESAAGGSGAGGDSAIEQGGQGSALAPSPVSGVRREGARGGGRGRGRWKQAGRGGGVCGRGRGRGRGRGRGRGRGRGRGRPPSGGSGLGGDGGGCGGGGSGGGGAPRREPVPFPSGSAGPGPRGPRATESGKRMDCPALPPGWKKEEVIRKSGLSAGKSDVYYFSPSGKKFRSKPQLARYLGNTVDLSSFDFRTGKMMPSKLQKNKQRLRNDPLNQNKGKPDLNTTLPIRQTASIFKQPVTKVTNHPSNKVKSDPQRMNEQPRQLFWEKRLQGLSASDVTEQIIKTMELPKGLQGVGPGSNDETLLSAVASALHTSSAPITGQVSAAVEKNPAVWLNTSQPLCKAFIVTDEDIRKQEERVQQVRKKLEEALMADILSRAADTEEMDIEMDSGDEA
Rev-erbA mod = modulates human Rev-erb alpha binding to DNA; P20393; Rev-erbα–FITC-DNA binding, fluorescence polarization, 90 min; activity, % at 10 µM; 0.79% of 370,000 active; AID 1259318;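 active = activity above about 14%, limit read from the data; passing the limit was not always enough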;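 also: 0% = DMSO wells with 35 nM protein and 100% = DMSO wells with 750 nM protein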
LEDGF integ inh = blocks HIV-1 LEDGF/p75-dependent DNA integration; AID 743269; 0.64% of 370,000 active; TR-FRET IN-LEDGF/p75 DNA integration, Eu/Cy5; inhibition, % at 3.7 µM;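 active = inhibition above the screen-wide mean plus 3 SD, cut at about 13% in these data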;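 also: signal is the Cy5 over europium emission ratio at 671 and 618 nm; 0% = plate median of compound wells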
HTRA1 inh = HTRA1 (human) protease inhibition; Q92743; inhibition, % at 5.96 µM; recombinant HTRA1, FP-rhodamine activity-based probe, fluorescence polarization; 0.5% of 340,000 active; in the data active = inhibition above about 36%;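 also: 0% = enzyme with DMSO and 100% = wells lacking enzyme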
Target sequence (Q92743 whole entry, looked up): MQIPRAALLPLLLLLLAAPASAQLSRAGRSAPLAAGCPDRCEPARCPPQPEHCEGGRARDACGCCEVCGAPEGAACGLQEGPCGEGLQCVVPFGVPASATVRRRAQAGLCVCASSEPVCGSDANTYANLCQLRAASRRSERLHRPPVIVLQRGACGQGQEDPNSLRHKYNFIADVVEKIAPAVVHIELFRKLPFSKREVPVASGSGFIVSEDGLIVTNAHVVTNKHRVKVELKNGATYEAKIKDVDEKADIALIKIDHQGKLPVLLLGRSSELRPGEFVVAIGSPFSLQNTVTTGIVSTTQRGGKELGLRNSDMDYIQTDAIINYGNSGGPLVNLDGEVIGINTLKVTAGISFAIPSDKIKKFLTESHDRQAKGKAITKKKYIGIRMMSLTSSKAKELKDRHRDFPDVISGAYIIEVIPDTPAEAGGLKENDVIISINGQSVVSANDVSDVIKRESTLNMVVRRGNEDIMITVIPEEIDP
TCR CD3 inh = human TCR-CD3 binding inhibition. TAMRA-labeled TCR probe fluorescence, biochemical. inhibition, % at 9.4 µM. 0.37% of 360,000 active. AID 651800; in the data active = inhibition above about 19%;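 also: recombinant mutant TCR 2C K166C tagged with TAMRA read by polarization; 0% = receptor in buffer alone and 100% = receptor with positive control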
PG9 binder = PG9 antibody binding by small molecule; AID 624416; inhibition, % at 6.7 µM; 0.43% of 360,000 active; TR-FRET gp120-PG9 antibody binding; in the data active = inhibition above about 8.5%
The depositor's hits bear a star; . = not tested or not shown; & = joins results of further samples. Only part of the results is shown, so the mix of outcomes need not match the whole.

canonical_smiles	rCAG binder	UHRF1 MBD2 ctr	ABHD4 inh	PRMT1 FP inh	MBD2 inh	Rev-erbA mod	LEDGF integ inh	HTRA1 inh	TCR CD3 inh	PG9 binder
CCC(C)Sc1cc(-c2nc3cc(C)ccn3c2NC2CCCCC2)ccc1OC (stereo unspecified)	-5.9&2.8	-2.9&-2.3	31.2*	-1.0&1.1	-5.0&2.0	1.7&-2.3	4.5&0.1	-0.1	-1.0&4.8	2.2&0.6
Cc1ccc2c(c1)C(c1ccncc1)=NNC(c1ccc(F)cc1)=N2	6.1	1.5	0.7	-1.8	-4.2	3.5	3.7	5.2	-3.7	-1.8
Cc1nnc(NC(=O)CCC(=O)NC2CCCCCCC2)s1	-0.9	2.2	4.4	-3.2	-3.0	-2.8	4.0	-4.9	12.7	1.2
CC1(C(=O)NS(=O)(=O)c2cccs2)CCN1C(=O)CC1CCCCC1 (stereo unspecified)	2.8	1.4	-0.8	3.6	0.3	2.0	-6.5	.	-0.7	0.8
CN(Cc1ccccc1)c1nc2c(c(=O)[nH]c(=O)n2C)n1CCOc1ccccc1	-3.4	-2.4	7.5	-1.2	-3.0	-1.9	-1.5	-1.7	8.7	-0.2
COc1ccc(C2SCC(=O)N2CCCN(C)C)cc1 (stereo unspecified)	3.6	3.7	-8.4	-3.3	3.8	-0.1	1.5	0.8	5.6	1.1
Nn1c(SCC(=O)NCc2ccc3c(c2)OCO3)nnc1C(F)(F)F	4.1	-0.8	-0.4	1.1	3.9	-4.0	-6.9	-4.2	-6.5	1.3
COC(=O)c1sccc1NC(=S)Nc1ccc(F)cc1F	-0.2	0.4	-5.8	-2.4	-1.2	-6.8	2.3	-11.2	9.6	-0.1
O=C(NCc1cccc(F)c1)c1[nH]c(C(F)(F)F)nc1-c1ccccc1	2.0	0.1	-5.2	0.5	-1.7	-4.8	-2.2	.	3.0	-0.6
O=S(=O)(N/N=C/c1ccc(OC2CSC2)cc1)c1ccccc1	8.0	-1.5	2.4	-0.3	-2.5	-1.1	-2.7	-9.1	-2.0	-1.9
COc1ccc(OC)c(S(=O)(=O)Nc2cccc(-c3ccc(N4CCCCCC4)nn3)c2)c1	5.4	-2.6	2.6	3.4	-0.4	15.3	-4.0	-11.6	-8.2	-0.2
Cn1nnnc1SCC(=O)Nc1ccccc1C(N)=O	1.8	2.4	-3.6	1.8	3.1	2.5	-1.8	8.2	-6.9	0.9

canonical_smiles	rCAG binder	UHRF1 MBD2 ctr	ABHD4 inh	PRMT1 FP inh	MBD2 inh	Rev-erbA mod	LEDGF integ inh	HTRA1 inh	TCR CD3 inh	PG9 binder
OCc1nc2ccccc2n1Cc1ccc(Cl)cc1	-0.8	5.5	-7.7	-1.1	-1.5	-1.6	3.9	-14.9	-3.5	-2.9
Cc1nc(COc2ccccc2Cl)sc1-c1ccnc(N)n1	-0.5	0.6	-9.1	-2.9	-2.4	-2.0	1.2	-18.4	1.9	-2.2
CC1=NN(c2nc(-c3ccc(C)cc3)cs2)C(=O)C1N=Nc1ccccc1O (stereo unspecified)	25.1	-3.4	-52.8	-0.1	-4.4	5.2	-0.5	.	7.8	-0.9
COc1ccc(-c2noc(CCC(=O)N3CCN(c4ccccc4)CC3)n2)cc1	2.7	-1.6	3.8	0.7	-2.6	-4.1	-3.0	0.4	3.6	-1.2
O=C(Nc1ccc([N+](=O)[O-])cc1)c1cn(-c2ccccc2)nc1-c1cc2ccccc2o1	0.4	4.6	-7.2	3.4	1.4	2.8	-3.5	-6.8	-3.5	-1.9
CN(Cc1c(F)cccc1Cl)C(=O)c1ccc(NC(=O)CC2SC(N3CCCCC3)=NC2=O)cc1 (stereo unspecified)	-0.7	1.8	-10.3	-1.6	3.5	-2.0	4.8	-1.4	8.4	-1.0
COCCOc1cc(NC(=O)CS(=O)CC(=O)N(C)C)c(Cl)cc1Cl (stereo unspecified)	-0.6	-0.6	-2.3	-1.8	1.7	-4.3	-4.0	7.0	5.6	0.0
O=C(Nc1c(F)cc(F)cc1Br)c1cc(-c2ccc(O)cc2)on1	3.3	-2.0	-16.8	1.0	4.0	-2.2	-0.6	-24.6	0.3	-0.5
O=C(c1ccco1)N1CCN(Cc2nc3ccccc3c(=O)n2-c2ccc(F)cc2)CC1	-1.6	-2.2	-0.4	1.1	1.1	-4.7	4.0	2.3	7.1	-1.6
COc1ccccc1NC(=O)N1CCc2[nH]c3ccc(F)cc3c2C1	6.0	-1.1	-8.7	2.9	-2.7	2.4	7.7	-14.1	7.3	-1.5
COc1ccc(C2C(C(=O)Nc3ccc(F)cc3F)CCC(=O)N2c2ccc(OC)cc2)cc1 (stereo unspecified)	0.9	0.5	-1.4	-0.7	1.0	-5.9	2.2	.	.	.
O=C(CSc1ncccn1)NCc1ccccc1Cl	-0.7	-3.6	0.3	-3.4	-2.7	-6.9	-0.3	2.3	3.4	1.2

canonical_smiles	rCAG binder	UHRF1 MBD2 ctr	ABHD4 inh	PRMT1 FP inh	MBD2 inh	Rev-erbA mod	LEDGF integ inh	HTRA1 inh	TCR CD3 inh	PG9 binder
Cc1c(S(=O)(=O)NC2CCCCCC2)c(=O)n(C)c(=O)n1C	0.8	7.1	-4.4	-2.5	4.5	5.6	3.3	-1.4	1.0	-1.6
O=C(CN1C(=O)C(=O)N(Cc2ccccc2)C1=O)Nc1cc(Cl)cc(Cl)c1	20.1	-1.7	-13.8	2.1	1.2	4.2	-1.9	-4.0	-3.7	0.3
O=C(CN1C(=O)COc2ccccc21)N(Cc1ccccc1)Cc1ccccn1	-7.0	3.9	3.0	-0.2	1.7	-0.5	-1.9	-3.4	-0.1	-1.2
Cc1ccccc1CN1CCCCC(NC(=O)c2ccccc2)C1=O (stereo unspecified)	2.3	-0.2	3.1	0.5	-2.1	1.6	-2.5	.	.	.
O=C(O)C1CN(c2nc(Cl)ccc2[N+](=O)[O-])C1	4.6	-1.5	-3.2	1.6	-7.8	6.5	0.7	.	2.1	-2.2
CC12COC3(C(=O)Nc4ccccc4F)CC1CCC32C (stereo unspecified)	-4.0	-0.6	3.8	-4.6	-2.9	-2.5	-2.2	3.5	-1.4	-1.1
Cc1[nH]ccc(=O)c1Oc1ncc(C(F)(F)F)cc1Cl	0.2	-0.7	-1.3	-2.8	0.0	1.3	6.5	7.0	2.8	-1.9
CC(NS(=O)(=O)c1cccc(Cl)c1)C(=O)Nc1ccc(-c2nc3ccccc3s2)cc1 (stereo unspecified)	4.6	4.6	-9.3	-3.2	-3.3	29.8*	4.2	-10.5	2.4	0.5
Cc1cc(-c2nnc(CCC(=O)NCc3cc(F)cc(C(F)(F)F)c3)o2)no1	-6.6	0.2	-1.2	0.3	-6.0	-4.9	-0.5	-2.9	-2.7	2.0
CC(C)C(NC(=O)c1c(F)cccc1F)C(=O)N1CCN(c2ccccc2F)CC1 (stereo unspecified)	-9.0	0.1	-2.8	1.5	1.2	-2.3	-8.0	-10.0	-2.4	-0.3
Cc1ccccc1NC(=S)Nc1ccccc1	-2.2	0.3	1.7	0.6	0.7	1.9	-1.4	-6.0	-0.1	-0.6
NNc1nc2c(-c3ccc(Cl)cc3)nnn2c2ccccc12	20.0	-0.7	14.6	-0.5	0.8	-5.6	-0.3	-24.8	-2.0	1.0

canonical_smiles	rCAG binder	UHRF1 MBD2 ctr	ABHD4 inh	PRMT1 FP inh	MBD2 inh	Rev-erbA mod	LEDGF integ inh	HTRA1 inh	TCR CD3 inh	PG9 binder
COCC(C)NC(=O)c1cc2cccc([N+](=O)[O-])c2[nH]1 (stereo unspecified)	2.7	-2.6	0.3	-0.7	-2.7	-3.3	1.2	-1.1	0.9	0.0
CCC12CC3CC(C1)CC(C(=O)O)(C3)C2	-1.7	-2.7	0.4	-4.2	5.5	1.1	-0.1	9.6	3.6	-1.1
CCn1ccnc1C(O)c1ccccc1OC (stereo unspecified)	0.9	-0.5	0.9	0.6	-0.5	0.2	3.9	1.2	8.2	-0.9
CCCCCNC(=O)c1ccc2c(=O)n(CC3CCCO3)c(=O)[nH]c2c1 (stereo unspecified)	-4.2	-1.4	-0.2	-1.6	-4.7	-0.7	-0.6	-1.9	7.0	-1.5
COc1cc(-c2nnc(SCC(=O)NC3CCCC3)n2C)cc(OC)c1O	-0.3	0.1	-1.6	-6.1	2.7	-0.8	2.4	2.8	1.0	-1.6
COc1ccc(C)cc1NC(=O)CN(C)C1CCCCC1	-6.0	-0.3	7.2	3.9	3.2	1.8	3.6	-6.0	-10.3	-1.3
O=C(OCC(=O)N1CCc2ccccc2C1)c1cccnc1Cl	-0.9	0.2	4.8	1.0	-2.9	-5.4	-0.1	-1.2	-1.2	-0.7
Oc1ccc(-c2[nH]ncc2-c2nc3ccccc3s2)c(O)c1	34.9*	-2.9	-9.3	1.1	3.1	-5.8	0.6	-11.4	2.3	-2.1
COCCn1c(C)cc(C(=O)CSc2nc(C)nc3sc4c(c23)CCC4)c1C	2.5	1.4	-3.9	4.6	2.9	0.9	1.3	-2.5	2.5	1.0
CCOC(=O)C1CCN(C2CCN(C(=O)c3oc4c(F)cccc4c3C)CC2)CC1	-3.2	4.4	-13.1	-1.3	1.4	-5.7	2.5	-12.3	-5.5	-1.3
O=C1CC(C(=O)N(c2ccccc2)C(C(=O)NC2CCCC2)c2ccncc2)CS1 (stereo unspecified)	-4.6	-0.3	3.0	3.8	0.3	-1.8	-2.2	0.3	-1.2	-0.9
C[C@H](NC(=O)N1CCn2c1nc1ccccc12)C(=O)NCc1ccc2c(c1)OCO2	-0.5	-1.4	-2.6	-1.0	-1.1	-2.8	1.8	-0.4	9.2	-1.2

Looked up above:
In Rev-erbA mod, COCCn1c(C)cc(C(=O)CSc2nc(C)nc3sc4c(c23)CCC4)c1C is entered as 0.9
In PRMT1 FP inh, O=C(OCC(=O)N1CCc2ccccc2C1)c1cccnc1Cl is entered as 1.0

Further records follow.
canonical_smiles	rCAG binder	UHRF1 MBD2 ctr	ABHD4 inh	PRMT1 FP inh	MBD2 inh	Rev-erbA mod	LEDGF integ inh	HTRA1 inh	TCR CD3 inh	PG9 binder
CC1(CN2CCCC2)CCC(NC(=O)C(c2ccccc2)c2ccccc2)C(C)(C)O1 (stereo unspecified)	5.9	-0.6	0.3	-3.0	-0.4	-1.4	-0.9	-24.9	5.6	0.1
Clc1ccc(-n2nnnc2SCc2cn3ccccc3n2)cc1	1.9	-0.5	-3.5	0.6	-1.4	-2.5	-4.8	4.3	3.1	-0.1
CCCN(Cc1nnc(-c2ccccc2Cl)o1)C(=O)c1cc2ccccc2o1	-3.0	-0.1	-18.2	3.0	2.8	-1.5	0.0	-27.5	-3.9	0.7
C=CCOC(=O)Nc1nc(CCNC(=O)OC(C)(C)C)c(C(=O)O)s1	0.1	-1.4	4.0	4.0	-5.3	-0.3	-2.4	.	-3.8	0.8
CC(/C=N/n1cnnc1)=C\c1ccco1	13.9	-3.6	-2.4	9.0	0.5	-1.1	0.7	13.6	2.7	0.1
CCOC(=O)C1=C(C)N(C[C@@H]2CC[C@@H](Cc3ccc(-c4ccccc4)cc3)O2)C(=O)NC1c1ccc(-c2ccccc2)cc1 (stereo partly specified)	8.5	2.1	-4.1	1.5	2.3	-2.4	-1.8	-33.0	0.6	-0.8
O=CN/C=C/c1cc(O)ccc1O	11.4	16.2	18.6	48.0*	0.9	-24.0	24.4*	11.1	6.2	-6.9
Cc1ccc(S(=O)(=O)CCC(=O)OCC(=O)N2CCN(S(=O)(=O)c3ccccc3)CC2)cc1	-4.3	-3.5	-0.8	6.2	3.9	0.6	1.9	-1.4	-4.7	1.1

High-throughput results as filed in PubChem BioAssay.
